D1 agonist – Allosteric Agonists of the Human D1 Dopamine Receptor: qHTS; D(1A) dopamine receptor (Homo sapiens), P21728; HEK293 T-REx D1 cells, calcium flux, agonist mode; activation, % at 2 µM; 360,000 compounds, 1% hits; note: 0% is about no effect
Target sequence (P21728 whole entry, looked up): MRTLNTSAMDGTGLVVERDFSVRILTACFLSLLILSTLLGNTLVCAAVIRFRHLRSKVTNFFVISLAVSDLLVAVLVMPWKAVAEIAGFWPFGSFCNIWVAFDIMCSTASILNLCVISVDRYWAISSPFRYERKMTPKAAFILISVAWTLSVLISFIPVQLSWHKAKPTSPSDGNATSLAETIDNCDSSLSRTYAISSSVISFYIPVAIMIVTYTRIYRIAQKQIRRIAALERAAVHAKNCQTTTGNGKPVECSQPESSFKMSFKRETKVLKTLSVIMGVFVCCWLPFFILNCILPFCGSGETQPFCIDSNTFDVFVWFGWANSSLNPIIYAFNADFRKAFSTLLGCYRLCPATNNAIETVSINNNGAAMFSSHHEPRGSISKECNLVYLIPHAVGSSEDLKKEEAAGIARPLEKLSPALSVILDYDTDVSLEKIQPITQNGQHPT
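Agonism was scored from calcium flux recorded over 180 s (1 read/s) after pintool compound addition, following a 10-cycle baseline. Cells were inducible force-coupled HEK293 TREx D1, plated overnight at 30 C and loaded with no-wash calcium dye.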
D2 agonist – HTS Assay for Allosteric Agonists of the Human D2 Dopamine Receptor: Primary Screen for Agonists; D(2) dopamine receptor (Homo sapiens), P14416; HEK293 T-REx D2 cells, calcium flux agonist mode; activation, % at 2 µM; 340,000 compounds, 0.53% hits; AID 485358, 2010;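 active = activation over 3 SD above normal in the single-dose calcium agonist read, cut at about 30% in these data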; note: 0% is about no effect
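Agonism is scored from calcium flux in a force-coupled, inducible HEK293 cell line expressing D2, read kinetically for 180 s after compound addition against dopamine controls.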
D1 antagonist – Antagonist of Human D 1 Dopamine Receptor: qHTS | HEK293 TREx D1 cells, calcium flux, dopamine EC80; active compounds read low | D(1A) dopamine receptor (Homo sapiens), P21728 | activity change, negative = inhibition, % at 10 µM | 360,000 compounds, 3.2% hits | AID 504652, 2011; in the data active = activity change below about -30%; note: % is set by controls: 0 for no effect and ±100 for the full control effect
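Antagonism measured as reduced calcium response to an EC80 dopamine addition following 180 s compound pre-read; cells were inducible HEK293 Trex D1 plated overnight at 30 C, read kinetically at 1 cycle/sec.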
D1 PAM – Potentiators of Human D1 Dopamine Receptor: qHTS; HEK293 TREx D1 cells, calcium flux, dopamine EC20 potentiation; potentiation, % at 10 µM; 360,000 compounds, 0.036% hits; in the data active = potentiation above about 30%; note: 0% is about no effect
D2 antag – HTS Assay for Allosteric Antagonists of the Human D2 Dopamine Receptor: Primary Screen for Antagonists; inhibition, % at 10 µM; 340,000 compounds, 2% hits; D(2) dopamine receptor (Homo sapiens), P14416; HEK293 TREx D2 cells, calcium flux, dopamine EC80; in the data active = inhibition above about 30%; note: 0% is about no effect
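Read-out: kinetic calcium fluorescence (1 cycle/s) in inducible HEK293 T-REx D2 cells after an EC80 dopamine addition that followed 180 s compound preincubation. Loss of the dopamine response indicates antagonism.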
TRHR agonist – qHTS for Small Molecule Agonists and Allosteric Enhancers of Human TRH Receptor: Primary Screen for Agonists. Thyrotropin-releasing hormone receptor (Homo sapiens), P34981. TRHR cells, calcium flux fluo-8, FDSS agonist mode. activation, % at 2 µM. 360,000 compounds, 0.18% hits. AID 493084, 2011; note: 0% is about no effect
Target sequence (P34981 whole entry, looked up): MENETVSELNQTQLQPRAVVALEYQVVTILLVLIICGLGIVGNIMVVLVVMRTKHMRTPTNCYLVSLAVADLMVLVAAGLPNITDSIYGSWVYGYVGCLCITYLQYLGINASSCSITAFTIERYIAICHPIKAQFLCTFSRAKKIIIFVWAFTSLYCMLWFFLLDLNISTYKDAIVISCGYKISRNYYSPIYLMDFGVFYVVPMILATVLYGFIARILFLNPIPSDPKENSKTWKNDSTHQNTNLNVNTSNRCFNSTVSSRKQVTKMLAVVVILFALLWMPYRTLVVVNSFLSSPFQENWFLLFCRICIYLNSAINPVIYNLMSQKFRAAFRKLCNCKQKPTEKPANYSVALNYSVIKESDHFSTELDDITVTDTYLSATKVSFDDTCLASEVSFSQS
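TRHR-expressing cells loaded with fluo-8 calcium dye; 23 nL library compound pin-transferred, kinetic FDSS fluorescence (Ex 480/Em 530) recorded about 180 s for agonist-induced calcium release, before a 10 nM TRH EC20 addition for potentiator mode.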
TRHR enhancer – qHTS for Small Molecule Agonists and Allosteric Enhancers of Human TRH Receptor: Primary Screen for Enhancers; TRHR cells, fluo-8 calcium fluorescence, EC20 TRH enhancement; enhancement, % at 2 µM; 360,000 compounds, 0.66% hits; AID 493056, 2011; in the data active = enhancement above about 30%; note: 0% is about no effect
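Enhancer read-out: after compound pinning and an initial kinetic agonist-mode read, an EC20 of TRH (10 nM final) was injected and fluo-8 calcium signal (Ex 480/Em 530) followed at 1 s/cycle for 100 cycles in TRHR-expressing cells.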
D2 PAM – HTS Assay for Positive Allosteric Modulators of the Human D2 Dopamine Receptor: Primary Screen for Potentiators; D(2) dopamine receptor (Homo sapiens), P14416; HEK293 T-REx D2, calcium flux, EC20 dopamine potentiation; potentiation, % at 10 µM; 340,000 compounds, 0.34% hits; AID 485347, 2010;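 active = potentiation over 3 SD above the plate norm, cut at about 30% in these data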; note: 0% is about no effect
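Potentiation of an EC20 dopamine calcium response measured kinetically over 180 s, after a preceding 180 s compound-only read flagging agonists. Cells: inducible Hek293 Trex D2 line, 4000/well, cultured overnight at 30 C before dye loading.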
RXFP1 antagonist – qHTS Assay for Antagonists of the Relaxin Receptor RXFP1; Relaxin receptor 1 (Homo sapiens), Q9HBX9; AID 1259400, 2018; 350,000 compounds, 0.59% hits; activity change, negative = inhibition, % at 57.5 µM; HEK293-RXFP1, relaxin-stimulated cAMP HTRF, 30 min; active compounds read low;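 active = activity change of -60% or lower, but not beyond a set lower limit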; note: % is set by controls: 0 for no effect and ±100 for the full control effect
Numbers without * were called inactive; . = not tested or not shown. Cut-off read from the data, not from the text of the source, unless noted: active = activation above about 30%; inactive = the rest.

entry	Compound	D1 agonist	D2 agonist	D1 antagonist	D1 PAM	D2 antag
1	CCOC(=O)C1=C(C)Nc2ccccc2N=C1NC(=O)c1oc2ccccc2c1COC	3	0.3	-14	-3	-16
2	O=C(N/N=C/c1cccnc1)c1cc(-c2ccc(Br)cc2)nc2ccccc12	4	-1.8	-3	-4	-4
3	COc1ccc(N2C(=O)CC(NNC(=O)c3ccc(Br)s3)C2=O)cc1 (stereo unspecified)	3	1.5	.	-5	-1
4	N#CC1=C(N)Oc2c(oc(CO)cc2=O)C12C(=O)Nc1ccc(Cl)cc12 (stereo unspecified)	4	.	-22	0	.
5	Cc1ccc(C)c(N2CCN(C(=O)c3ccc(Cl)c(NC4=NC5CS(=O)(=O)CC5S4)c3)CC2)c1 (stereo unspecified)	1	0.3	2	8	-2
6	CCCCN(C(=O)Nc1ccccc1)C1CCS(=O)(=O)C1 (stereo unspecified)	2	0.0	-16	-2	9
7	COc1ccc(CNc2ncnc3c2nc2n3CCCC2)cc1	-1	.	-20	-1	.
8	CCOc1ccccc1NC(=O)C1CCN(c2nc(-c3ccc(OC)cc3)no2)CC1	1	-0.1	21	-10	3
9	Fc1cccc(CN2CCN(c3ncccn3)CC2)c1	5	77*	-20	-2	83*
10	CCOC(=O)c1cc2c(=O)n3ccccc3nc2n(CCCOC)c1=NC(=O)C(C)(C)Oc1ccc(Cl)cc1	1	0.4	-2	-1	.

entry	TRHR agonist	TRHR enhancer	D2 PAM	RXFP1 antagonist
1	-0.2	9	8	6
2	0.9	-11	2	9
3	0.0	5	14	-9
4	0.0	19	2	2
5	-0.2	0	-3	-13
6	0.3	4	-8	3
7	-0.7	0	-10	9
8	0.2	3	1	1
9	0.1	-1	-29	0
10	0.5	1	16	.

Given with two lines to a compound: part of the list above
Results follow in this order: D1 agonist, D2 agonist, D1 antagonist, D1 PAM, D2 antag, TRHR agonist, TRHR enhancer, D2 PAM, RXFP1 antagonist
[8] CCOc1ccccc1NC(=O)C1CCN(c2nc(-c3ccc(OC)cc3)no2)CC1
→ 1, -0.1, 21, -10, 3, 0.2, 3, 1, 1
[9] Fc1cccc(CN2CCN(c3ncccn3)CC2)c1
→ 5, 77*, -20, -2, 83*, 0.1, -1, -29, 0
[10] CCOC(=O)c1cc2c(=O)n3ccccc3nc2n(CCCOC)c1=NC(=O)C(C)(C)Oc1ccc(Cl)cc1
→ 1, 0.4, -2, -1, ., 0.5, 1, 16, .

(next part)
entry	Compound	D1 agonist	D2 agonist	D1 antagonist	D1 PAM	D2 antag
11	Cc1ccc(-n2c(-c3ccccc3)nnc2-c2cccs2)cc1	1	0.6	-7	2	-3
12	CCOc1ccccc1CNc1ncnc2c1nc1n2CCCC1	-1	-1.7	-5	-1	.
13	CC(=O)Nc1ccc(NS(=O)(=O)c2cc3c4c(c2)CC(=O)N4CCC3)cc1	-2	1.7	.	-2	.
14	Cc1cc(C)cc(OCC(=O)N(Cc2ccc(N(C)C)cc2)C2CCS(=O)(=O)C2)c1 (stereo unspecified)	3	0.5	8	3	-18
15	CCN(CC)CCN1C(=O)C(=O)/C(=C(/O)c2cccc(OC)c2)C1c1ccccn1 (stereo unspecified)	6	0.5	-2	-1	11
16	O=C(COC(=O)c1ccco1)NCC1CCCO1 (stereo unspecified)	4	0.4	5	4	5
17	O=c1[nH]c2ccc(NCc3ccc(-c4ccccc4)o3)cc2[nH]1	10	2.8	-22	-1	.
18	COc1ccccc1CNC(=O)COC(=O)Cc1c(Cl)cccc1Cl	7	-1.6	16	-5	3
19	CC(C)(C)OC(=O)N1CCCC(C(=O)CC#N)C1 (stereo unspecified)	3	0.4	5	-1	-8
20	COc1ccc(CCNC(=O)C23CCC(C)(C(=O)O2)C3(C)C)cc1OC (stereo unspecified)	2	0.6	8	1	-1

entry	TRHR agonist	TRHR enhancer	D2 PAM	RXFP1 antagonist
11	-0.9	-2	6	-1
12	-0.5	-2	.	3
13	0.5	0	-9	-34
14	-0.6	13	-2	-4
15	1.6	8	-2	0
16	0.3	3	-3	-4
17	0.2	2	-1	-4
18	-1.7	-1	8	4
19	0.6	1	10	4
20	-0.4	4	8	1

Reprinted at random: 4 records from the list.
entry	Compound	D1 agonist	D2 agonist	D1 antagonist	D1 PAM	D2 antag
19	CC(C)(C)OC(=O)N1CCCC(C(=O)CC#N)C1 (stereo unspecified)	3	0.4	5	-1	-8
12	CCOc1ccccc1CNc1ncnc2c1nc1n2CCCC1	-1	-1.7	-5	-1	.
20	COc1ccc(CCNC(=O)C23CCC(C)(C(=O)O2)C3(C)C)cc1OC (stereo unspecified)	2	0.6	8	1	-1
11	Cc1ccc(-n2c(-c3ccccc3)nnc2-c2cccs2)cc1	1	0.6	-7	2	-3

entry	TRHR agonist	TRHR enhancer	D2 PAM	RXFP1 antagonist
19	0.6	1	10	4
12	-0.5	-2	.	3
20	-0.4	4	8	1
11	-0.9	-2	6	-1

Part of the list above, with each value named.
#18 COc1ccccc1CNC(=O)COC(=O)Cc1c(Cl)cccc1Cl
  D1 agonist: 7	D2 agonist: -1.6	D1 antagonist: 16	D1 PAM: -5	D2 antag: 3	TRHR agonist: -1.7	TRHR enhancer: -1	D2 PAM: 8	RXFP1 antagonist: 4
#17 O=c1[nH]c2ccc(NCc3ccc(-c4ccccc4)o3)cc2[nH]1
  D1 agonist: 10	D2 agonist: 2.8	D1 antagonist: -22	D1 PAM: -1	D2 antag: .	TRHR agonist: 0.2	TRHR enhancer: 2	D2 PAM: -1	RXFP1 antagonist: -4

Continuation:
entry	Compound	D1 agonist	D2 agonist	D1 antagonist	D1 PAM	D2 antag
21	CC(=O)Nc1nc(-c2ccc3c(c2)CCO3)cs1	-1	0.0	2	1	-2
22	Cc1ccc(-c2nc3ccccc3s2)cc1S(=O)(=O)N1CCOCC1	1	-1.1	4	5	10
23	COc1cccc(NC(=O)N(CCCN2CCOCC2)C(C)c2cc3cccc(OC)c3o2)c1 (stereo unspecified)	0	-0.2	-4	-3	-8
24	CC(OC(=O)C1CCN(S(=O)(=O)c2ccc3c(c2)OCCO3)CC1)C(=O)N(C)c1ccccc1 (stereo unspecified)	0	0.3	7	3	3
25	CN1CCN(c2ccccc2NC(=O)c2ccc(N3CCOCC3)c([N+](=O)[O-])c2)CC1	1	0.9	-12	-2	-3
26	CC(C)CCNC(=O)c1onc(CSc2nc3ccccc3[nH]2)c1C(=O)NCCC(C)C	4	0.0	0	-3	18
27	Cc1ccccc1OCCOC(=O)c1c(-c2ccccc2)noc1C	6	0.9	-6	-4	-15
28	CCOc1ccccc1-n1c(SCC(=O)Nc2ccccc2C(=O)O)nc2ccccc2c1=O	2	0.1	13	-6	-11
29	C#CCNC(=O)C1=C[C@H](c2cn(C(C)=O)c3ccccc23)C[C@H](OCc2ccc(CO)cc2)O1	5	0.4	-3	2	-3
30	Cc1nn(C2CCS(=O)(=O)C2)c(Cl)c1/C=C/C(=O)OCC(=O)c1cc(C)n(-c2ccc(F)cc2)c1C (stereo unspecified)	9	1.3	-31*	-6	13

entry	TRHR agonist	TRHR enhancer	D2 PAM	RXFP1 antagonist
21	-0.8	-5	4	-7
22	-1.2	-6	-18	-3
23	0.0	-5	-7	4
24	0.1	-6	2	-2
25	0.9	-3	-12	-18
26	0.4	-1	-3	.
27	0.6	-11	-12	-12
28	0.0	19	18	-31
29	1.1	-4	6	.
30	0.1	-1	-5	-3

New compounds follow:
entry	Compound	D1 agonist	D2 agonist	D1 antagonist	D1 PAM	D2 antag
31	O=C(Sc1nnnn1C1CCCCC1)c1cccs1	1	-2.3	-13	-1	6
32	Cc1cccc(OCC(=O)OCC(=O)NCC2CCCO2)c1C (stereo unspecified)	2	-1.1	15	-6	-11
33	CN(C)S(=O)(=O)c1ccc(S(=O)(=O)N2CCCC(C(=O)NC3CCCC3)C2)cc1 (stereo unspecified)	2	2.0	-23	-10	10
34	C=CCSc1nccc(-c2nn(-c3ccc(C)cc3)ccc2=O)n1	1	-0.5	-4	3	-9
35	O=C(CCc1ccc(S(=O)(=O)NC2CCCCC2)cc1)Nc1ccccc1	6	-0.7	-14	-4	21
36	CC1(C)CC2CC(C)(CN2C(=S)Nc2ccccc2)C1 (stereo unspecified)	1	0.2	4	-3	-13
37	CCOC(=O)C1(CCOc2ccccc2)CCN(Cc2cc(OC)c(O)c(OC)c2)CC1	4	0.2	23	0	-11
38	CC(=O)Nc1nc2ccc(Br)cc2s1	2	-0.8	0	-6	-2
39	CC(C)(C)C(=O)NCCc1nc2ccccc2n1CC(=O)c1ccccc1	-3	0.0	26	-1	4
40	Cc1ccc(OCC(O)CNC2CCCC2)cc1C (stereo unspecified)	13	-2.8	6	1	8

entry	TRHR agonist	TRHR enhancer	D2 PAM	RXFP1 antagonist
31	-0.3	0	24	.
32	0.2	-7	-6	3
33	0.4	-3	.	3
34	-0.2	-1	14	4
35	-0.4	-3	-8	2
36	-1.6	-1	9	-6
37	-0.5	-6	-15	2
38	0.3	-3	10	-11
39	-0.3	6	-1	5
40	-1.8	0	-2	-6

Other compounds:
entry	Compound	D1 agonist	D2 agonist	D1 antagonist	D1 PAM	D2 antag
41	CCC(C)Sc1nc2c(c(=O)[nH]c(=O)n2C)n1CCc1ccccc1 (stereo unspecified)	-1	0.8	2	0	-28
42	CN(Cc1ccccc1)S(=O)(=O)c1ccc(NS(=O)(=O)Cc2ccccc2)cc1	4	.	-34*	0	.
43	Cc1ccc(NC(=O)C(=O)Nc2ccccn2)cc1	1	-0.6	-9	2	-2
44	COc1ccc(OC)c(NC(=S)NCc2ccccc2OC)c1	1	-0.3	-16	-5	4
45	Cc1ccccc1-c1nc(CS(=O)(=O)CC(=O)Nc2cc(F)ccc2F)c(C)o1	2	0.7	1	-6	-18
46	CCOc1ccc2nc(SCC(=O)N(CC(C)C)c3c(N)n(Cc4ccccc4)c(=O)[nH]c3=O)[nH]c2c1	-1	-0.1	10	-3	20
47	Cc1ccc2nc(NCc3ccccc3)c(C=NCc3cccnc3)c(=O)n2c1	4	1.3	-1	-2	-3
48	CCOC(=O)c1cccc(NC(=O)CSc2nnc(-c3cccnc3)n2CC)c1	-4	-0.9	13	1	-7
49	Cc1ccc(C2C(C(=O)c3cccs3)=C(O)C(=O)N2c2nnc(C)s2)cc1 (stereo unspecified)	141*	40*	-21	-2	5
50	CCCOC(=O)c1ccc(NC(=O)c2ccccc2OC)cc1	6	1.7	-18	3	-2

entry	TRHR agonist	TRHR enhancer	D2 PAM	RXFP1 antagonist
41	0.2	-9	17	-9
42	-0.4	1	.	-19
43	-0.2	5	-4	32
44	-0.4	2	-3	10
45	-0.1	7	9	-17
46	0.0	-3	-3	-5
47	1.8	-6	2	-1
48	-1.6	-3	13	0
49	56*	1	10	-1
50	0.5	-4	.	-32

Rows were taken by chance; any-hit rate near 7.3%.
